Compound activity deposited in PubChem by several laboratories.
PMI inhibitors: MPI enzyme activity inhibition – biochemical, fluorescence intensity, coupled assay, primary screen (AID 1209); actives 0.42% (n = 190,000); purified PMI enzyme, coupled fluorescence intensity; higher % means a stronger effect; inhibition, % at 20 µM; hits with a dose series show IC50 in µM;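 further: plate controls were DMSO vehicle for no effect and wells lacking substrate for full effect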
P. falciparum M17LAP: P. falciparum M17LAP inhibitors, primary screen, biochemical, fluorogenic H-Leu-NHMec substrate, 1536-well (AID 1619) | recombinant M17LAP, H-Leu-NHMec fluorogenic kinetic assay; higher % means a stronger effect | one-dose inhibition, % at 30 µM; IC50 in µM for titrated hits | actives 0.38% (n = 220,000);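 active means compound inhibiting the enzyme by more than half at any dose during confirmatory dose-response retesting; inconclusive means strong single-dose inhibitors picked by rank but not retested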;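 further: plate controls were full reaction with DMSO carrier for no effect and no enzyme background for full effect; strong numbers were not always called active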
Siah-1 displacement: blockers of Siah-1 interaction with plectin peptide – biochemical, fluorescence polarization, rhodamine-plectin, uHTS, primary screen (AID 1817) | Siah-1 / rhodamine-plectin peptide fluorescence polarization; higher % means a stronger effect | actives 0.02% (n = 290,000) | one-dose displacement, % at 20 µM; IC50 in µM for titrated hits;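 active means displacement of at least 50% at 20 µM, with a fluorescence ratio check between 0.3 and a set limit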;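 further: plate controls were Siah plus tracer with DMSO for no effect and tracer alone without Siah for full effect; strong numbers were not always called active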
TNAP activators: human TNAP enzyme activators, primary screen, biochemical, luminescent, no phosphate acceptor, uHTS (AID 1001) | purified TNAP, luminescent activation assay, no phosphate acceptor; higher activation fold means a stronger effect | actives 0.03% (n = 200,000) | one-dose activation fold at 20 µM; EC50 in µM for titrated hits; in the data active means activation fold from about 3, or a potency from the dose series; inactive means the rest, 99 in 100 with activation fold below about 1.6; further: many of its hits are not listed in these tables
human PMI inhibitors: MPI inhibition at elevated mannose 6-phosphate – biochemical, fluorescence intensity, high mannose 6-phosphate, primary screen (AID 1220). recombinant PMI enzyme, coupled fluorescence intensity; higher % means a stronger effect. inhibition, % at 20 µM; hits with a dose series show IC50 in µM. actives 0.66% (n = 190,000)
XIAP antagonists: small molecules displacing peptide from XIAP – biochemical, IAP family, fluorescence polarization (AID 1018) | XIAP BIR domain, fluorescence polarization peptide displacement; higher % means a stronger effect | displacement, % at 20 µM; hits with a dose series show IC50 in µM | actives 0.007% (n = 200,000); in the data active means displacement above about 50%; further: a part of the inactive calls stands beside numbers as strong as those of hits
UTI89 phage lysis: protection from phage-mediated lysis, alamar blue read-out – E. coli UTI89, K1F phage, bacterial capsule biogenesis inhibitors (AID 488966); actives 0.02% (n = 340,000); E. coli UTI89 K1F phage lysis, alamar blue, 2 h; higher % means a stronger effect; one-dose inhibition, % at 100 µM; IC50 in µM for titrated hits;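 active means phage lysis inhibition, versus mean bacterial control, above a set limit; inconclusive means no clear call, values can overlap the other calls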;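 further: capsule biogenesis inhibitors block K1F phage lysis so surviving cells raise fluorescence; higher fluorescence means more inhibition of phage lysis; actives were called in the ten point dose series up to 300 µM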
P. falciparum M1AAP: malaria alanyl aminopeptidase activity blockers – biochemical, fluorogenic H-Leu-NHMec substrate, 1536-well (AID 1445). one-dose inhibition, % at 30 µM; IC50 in µM for titrated hits. recombinant M1AAP, H-Leu-NHMec fluorogenic kinetic assay; higher % means a stronger effect. actives 0.42% (n = 220,000);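 active means primary inhibition above the hit cutoff, then over 50% inhibition at one or more dose response concentrations, cut at about 23% in these data, passing the limit was not always enough; inconclusive means conflicting primary data, or primary hits not chosen for dose response; inactive means low primary inhibition, or under 50% at every dose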;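 further: plate controls were DMSO full reaction for no effect and no enzyme background for full effect; strong numbers were not always called active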
Lipid droplet: hepatic lipid droplet formation modulation; AML12 mouse hepatocytes, oleate lipid droplets, BODIPY imaging; inhibition, % at 6.5 µM; actives 0.4% (n = 240,000); AID 1656;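 active means lipid droplet intensity inhibited by at least 50%, with more than 500 cells counted; inconclusive means wells with under 300 cells, treated as cytotoxic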
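Assay system: AML12 hepatocytes (mouse) / Also added: 100 µM oleic acid challenge / Times: overnight treatment with compound plus oleate / Detection: high-content imaging of BODIPY-stained droplets and DAPI nuclei / Evaluation: % inhibition of lipid droplet signal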
Lipid droplet cells 6.5 µM: further read-out of Lipid droplet, marked with its call; cell count; measured here: cell count, cytotoxicity flag;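 cells counted across two imaged fields per well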
* hit, by the source's call; [ ] = remark or other dose. Unless noted, no stated cut-off is given here; in the data, active means inhibition above about 50%; inactive means the rest.

For Cc1ccc(-c2noc(C3CCCN(C(=O)c4c(F)cccc4F)C3)n2)cc1 (stereo not given) the results were PMI inhibitors 4%, P. falciparum M17LAP 12%, Siah-1 displacement 4%, TNAP activators 1.1, human PMI inhibitors 9%, XIAP antagonists 5.0%, UTI89 phage lysis 0.6% and P. falciparum M1AAP -6%.
For Cc1ccc(C(=O)N/N=C/C=C/c2ccccc2)cc1 the results were PMI inhibitors -10%, P. falciparum M17LAP -16%, Siah-1 displacement -1%, TNAP activators 1.5, human PMI inhibitors -6%, XIAP antagonists -3.4%, UTI89 phage lysis -0.1%, P. falciparum M1AAP 5%, Lipid droplet -6 and Lipid droplet cells 6.5 µM 678.
O=C(Cn1cc2c(n1)CCCC2)N1CCOCC1 was read as PMI inhibitors 8%, P. falciparum M17LAP 1%, Siah-1 displacement 1%, TNAP activators 1.1, human PMI inhibitors 12%, XIAP antagonists -2.6%, UTI89 phage lysis -3.5% and P. falciparum M1AAP -1%.
Cc1cc(C)nc(SCc2cn3ccccc3n2)n1 was read as P. falciparum M17LAP -6%, Siah-1 displacement -1%, UTI89 phage lysis 1.4%, P. falciparum M1AAP 0%, Lipid droplet 1 and Lipid droplet cells 6.5 µM 750.
For CC(C)C(=O)Nc1cccc(NC(=S)NC(=O)c2ccccc2Cl)c1 the results were PMI inhibitors 11%, P. falciparum M17LAP 11%, Siah-1 displacement -4%, TNAP activators 1.1, human PMI inhibitors 7%, XIAP antagonists -3.1%, UTI89 phage lysis 0.3% and P. falciparum M1AAP inconclusive.
Screening CCOc1ccc(N2CC(C(=O)Nc3ccccn3)CC2=O)cc1 (stereo not given) returned PMI inhibitors 6%, Siah-1 displacement -1%, TNAP activators 1, human PMI inhibitors 4%, XIAP antagonists -3.9%, UTI89 phage lysis -0.4%, Lipid droplet -14 and Lipid droplet cells 6.5 µM 727.
O=C1c2ccccc2C(=O)N1CCCCSc1nnc2ccccn12 was read as PMI inhibitors 0%, P. falciparum M17LAP -10%, Siah-1 displacement 1%, TNAP activators 1.1, human PMI inhibitors 1%, XIAP antagonists -6.3%, UTI89 phage lysis 0.6% and P. falciparum M1AAP 1%.
Screening COC(=O)c1sccc1NC(=O)CC1C(=O)NCCN1C(=O)Nc1ccc(F)cc1F (stereo not given) returned P. falciparum M17LAP 11%, Siah-1 displacement -2%, UTI89 phage lysis 0.8%, P. falciparum M1AAP 6%, Lipid droplet -1 and Lipid droplet cells 6.5 µM 729.
`CC(C)c1ccc(-n2nc3ccc(N)cc3n2)cc1` gave PMI inhibitors 31%, P. falciparum M17LAP 11%, Siah-1 displacement 2%, TNAP activators 1, human PMI inhibitors 56%*, XIAP antagonists -6.8%, UTI89 phage lysis 2.9%, P. falciparum M1AAP 12%, Lipid droplet 25 and Lipid droplet cells 6.5 µM 673.
For Cn1c(C(=O)OC(C(=O)NC2CCCCC2)c2cccnc2)cc2sccc21 (stereo not given) the results were PMI inhibitors 17%, P. falciparum M17LAP -4%, Siah-1 displacement 0%, TNAP activators 1.1, human PMI inhibitors 7%, XIAP antagonists -3.7%, UTI89 phage lysis -0.2%, P. falciparum M1AAP -4%, Lipid droplet -24 and Lipid droplet cells 6.5 µM 671.
`COC(=O)c1ccc(C(=O)OC)c(NC(=S)N2CC(C)CC(C)C2)c1` (stereo not given) gave PMI inhibitors 9%, P. falciparum M17LAP -117%, Siah-1 displacement 20%, TNAP activators 1.1, human PMI inhibitors 4%, XIAP antagonists -8.9%, UTI89 phage lysis -0.1%[50 µM], P. falciparum M1AAP 4%, Lipid droplet -9 and Lipid droplet cells 6.5 µM 763.
`Cc1cccc(NC(=O)N2CCC(NC(=O)c3ccco3)CC2)c1` gave P. falciparum M17LAP 3%, Siah-1 displacement -2%, TNAP activators 1.1, XIAP antagonists -2.8%, UTI89 phage lysis -1.8%, P. falciparum M1AAP 12%, Lipid droplet -2 and Lipid droplet cells 6.5 µM 730.
CCOC(=O)c1[nH]c(C)c(/C(O)=C2\C(=O)C(=O)N(CCCn3ccnc3)C2c2ccncc2)c1C (stereo not given) was read as PMI inhibitors -2%, P. falciparum M17LAP 14%, Siah-1 displacement 5%, TNAP activators 1.1, human PMI inhibitors -2%, XIAP antagonists 1.1%, UTI89 phage lysis 0.3% and P. falciparum M1AAP 8%.
`COC(=O)C1=C(C(=O)OC)[C@@H]2N(C)c3ccccc3[C@@]23C[C@@H](C(=O)OC)N(C(=O)c2ccc(Br)cc2)C3=N1` gave P. falciparum M17LAP 3%, Siah-1 displacement -1%, UTI89 phage lysis 1.1%, P. falciparum M1AAP 11%, Lipid droplet -22 and Lipid droplet cells 6.5 µM 682.
COc1ccc(-c2nn(C)c(=O)c3ccccc23)cc1CNC(=O)NC1CCCCC1 was read as PMI inhibitors 3%, P. falciparum M17LAP 5%, Siah-1 displacement 0%, TNAP activators 1.1, human PMI inhibitors -6%, XIAP antagonists -3.2%, P. falciparum M1AAP 0%, Lipid droplet 8 and Lipid droplet cells 6.5 µM 735.
`COC(=O)c1cccc(N2C(=O)C3CC=CCC3C2=O)c1` (stereo not given) gave PMI inhibitors -10%, P. falciparum M17LAP 5%, Siah-1 displacement 4%, TNAP activators 1.1, human PMI inhibitors -13%, XIAP antagonists -6.3%, UTI89 phage lysis 0.1%, P. falciparum M1AAP -4%, Lipid droplet 13 and Lipid droplet cells 6.5 µM 752.
COc1ccc(C2=C(Nc3ccc(C)cc3)c3ccccc3C2=O)cc1 was read as PMI inhibitors 3%, P. falciparum M17LAP 9%, Siah-1 displacement 9%, TNAP activators 1, human PMI inhibitors -4%, XIAP antagonists -2.9%, UTI89 phage lysis 1.8%, P. falciparum M1AAP -7%, Lipid droplet 8 and Lipid droplet cells 6.5 µM 606.
Screening CCOC(=O)N1CCC(N2CCCC(C(=O)c3ccccc3OC)C2)CC1 (stereo not given) returned PMI inhibitors 7%, P. falciparum M17LAP -1%, Siah-1 displacement 4%, TNAP activators 1, human PMI inhibitors 1%, XIAP antagonists -6.8%, UTI89 phage lysis 0.3%, P. falciparum M1AAP -4%, Lipid droplet -2 and Lipid droplet cells 6.5 µM 694.
COCCN(CCOC)Cc1c(O)ccc2c3c(c(=O)oc12)CCC3 was read as PMI inhibitors 12%, P. falciparum M17LAP inactive, Siah-1 displacement 1%, TNAP activators 1.1, human PMI inhibitors 51%*, XIAP antagonists -2.2%, UTI89 phage lysis 0.1% and P. falciparum M1AAP 5%.
O=C1CCSc2ccc(Cl)cc2N1Cc1ccccc1 was read as PMI inhibitors 8%, P. falciparum M17LAP -7%, Siah-1 displacement 3%, TNAP activators 1.1, human PMI inhibitors 2%, XIAP antagonists -3.3%, UTI89 phage lysis 0.2% and P. falciparum M1AAP 3%.
Screening O=c1cc(C(F)(F)F)[nH]c2c(OC(F)(F)F)cccc12 returned P. falciparum M17LAP 0%, Siah-1 displacement 1%, UTI89 phage lysis 0.9% and P. falciparum M1AAP 3%.
O=C(NNC(=S)NCc1ccccc1)c1ccc(OC(F)F)cc1 was read as PMI inhibitors -13%, P. falciparum M17LAP 1%, Siah-1 displacement 11%, TNAP activators 2.6, human PMI inhibitors -2%, XIAP antagonists -5.8%, UTI89 phage lysis 2.4%, P. falciparum M1AAP 3%, Lipid droplet 2 and Lipid droplet cells 6.5 µM 645.
For O=C(O)C1CC(=O)N(c2ccc(OCc3c(F)cccc3Cl)cc2)C1 (stereo not given) the results were PMI inhibitors 1%, P. falciparum M17LAP 23%, Siah-1 displacement -6%, TNAP activators 1.1, human PMI inhibitors -3%, XIAP antagonists -5.2%, UTI89 phage lysis 0.8%, P. falciparum M1AAP 2%, Lipid droplet 2 and Lipid droplet cells 6.5 µM 648.
For Cc1nc2ccccn2c1/C(O)=C1\C(=O)C(=O)N(CCCn2ccnc2)C1c1ccncc1 (stereo not given) the results were PMI inhibitors -16%, P. falciparum M17LAP 1%, Siah-1 displacement 2%, TNAP activators 1.1, human PMI inhibitors -34%, XIAP antagonists -5.0%, UTI89 phage lysis -0.1% and P. falciparum M1AAP -2%.
`COC(=O)c1cnc(Oc2ccc(NC(=O)NC(=O)c3c(F)cccc3F)cc2)cc1C(F)(F)F` gave P. falciparum M17LAP -6%, Siah-1 displacement -1%, UTI89 phage lysis -1.8%, P. falciparum M1AAP 11%, Lipid droplet -5 and Lipid droplet cells 6.5 µM 692.
Screening Cc1ccc(OCCN2C(=O)NC3(CCc4ccccc4C3)C2=O)cc1 (stereo not given) returned PMI inhibitors 0%, P. falciparum M17LAP -3%, Siah-1 displacement 1%, TNAP activators 1.1, human PMI inhibitors -4%, XIAP antagonists -0.9%, UTI89 phage lysis 0.2%, P. falciparum M1AAP -1%, Lipid droplet 6 and Lipid droplet cells 6.5 µM 680.
`C#CCNc1cc(-c2ccccc2)nc2ncnn12` gave PMI inhibitors -2%, P. falciparum M17LAP -9%, Siah-1 displacement 0%, TNAP activators 1.1, human PMI inhibitors -5%, XIAP antagonists -2.3%, UTI89 phage lysis -0.6%, P. falciparum M1AAP 0%, Lipid droplet -2 and Lipid droplet cells 6.5 µM 618.
CC(C)(C)n1nnnc1C(c1cccs1)N1CCCc2ccccc21 (stereo not given) was read as PMI inhibitors 8%, P. falciparum M17LAP 2%, Siah-1 displacement 0%, TNAP activators 1, human PMI inhibitors 8%, XIAP antagonists -3.2%, UTI89 phage lysis 1.0%, P. falciparum M1AAP 11%, Lipid droplet -24 and Lipid droplet cells 6.5 µM 779.
Screening CCOc1cc(CNc2ccc(S(N)(=O)=O)cc2)cc(Cl)c1OC returned PMI inhibitors 3%, P. falciparum M17LAP -9%, Siah-1 displacement 7%, TNAP activators 1, human PMI inhibitors 3%, XIAP antagonists -4.7%, UTI89 phage lysis 1.9%, P. falciparum M1AAP -6%, Lipid droplet -32 and Lipid droplet cells 6.5 µM 715.
Screening CCOC(=O)Cc1csc(NC(=O)/C=C\c2ccccc2Cl)n1 returned PMI inhibitors 5%, P. falciparum M17LAP 10%, Siah-1 displacement -2%, TNAP activators 1.1, human PMI inhibitors -3%, XIAP antagonists -4.8%, P. falciparum M1AAP 2%, Lipid droplet -3 and Lipid droplet cells 6.5 µM 747.
